# Screening data as filed in PubChem BioAssay.
# TbREL1 primary: TbREL1 RNA ligase inhibitors, primary screen, biochemical, FRET fluorescence. RNA-editing ligase 1, mitochondrial (Trypanosoma brucei brucei), P86926. TbREL1 RNA ligation. inhibition, % at 9.66 µM. 89,000 tested, 0.49% active. AID 1117264, 2014;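 active = inhibition above the mean inhibition across all screened compounds plus 3 SD, cut at about 11% in these data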;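 note: 0% = plate median of test wells and 100% = NSC42067 control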
# Target sequence (P86926 whole entry, looked up): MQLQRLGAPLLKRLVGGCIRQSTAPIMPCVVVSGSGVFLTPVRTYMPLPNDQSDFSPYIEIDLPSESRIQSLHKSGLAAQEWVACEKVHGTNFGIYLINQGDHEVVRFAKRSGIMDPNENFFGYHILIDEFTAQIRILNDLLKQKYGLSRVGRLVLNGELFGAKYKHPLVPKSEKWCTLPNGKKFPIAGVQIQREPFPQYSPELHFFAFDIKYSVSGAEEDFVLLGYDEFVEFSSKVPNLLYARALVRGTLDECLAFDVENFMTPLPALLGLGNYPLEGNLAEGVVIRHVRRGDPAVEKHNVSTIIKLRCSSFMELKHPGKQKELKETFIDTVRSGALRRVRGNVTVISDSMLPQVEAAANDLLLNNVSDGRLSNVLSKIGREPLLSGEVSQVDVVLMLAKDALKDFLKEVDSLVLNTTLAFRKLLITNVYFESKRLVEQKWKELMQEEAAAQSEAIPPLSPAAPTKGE
# Active calls of the source: *. This is a subset, so the mix of outcomes need not match the whole.
SMILES,TbREL1 primary
CC1CCN(S(=O)(=O)c2ccc(NC(=O)c3ccncc3)cc2)CC1,-1.7
COc1ccc(/C=C/C(=O)NC2=NCCS2)cc1OC,-0.6
C=Cc1ccc(Cn2c(C)c(C(=O)NCc3ccc(Cl)c(Cl)c3)sc2=O)cc1,2.1
CCOC(=O)c1cn2nc(-c3ccc(OC)cc3)cc2nc1C1CCN(C(=O)OC(C)(C)C)CC1,0.4
CCC(C)(C(=O)NC1CCCCC1)N(C(=O)CNC(C)=O)c1c(C)n(C)n(-c2ccccc2)c1=O (stereo unspecified),2.3
COc1ccc(Cc2c(-c3ccc(C)cc3)nc3c4ccccc4ccn23)c(C)c1,-0.7
COC(=O)c1c(CCl)noc1C(=O)NC(C)C,2.7
C[C@@H]1O[C@H](CCc2cccc(Cl)c2)CC2=C1C(=O)OC(C)(C)O2,-2.2
C=CC[C@@H](Cc1ccc(F)cc1)C(=O)OC[C@@H]1CCCN1C(=O)[C@@H](CC=C)CC(=O)NCCO,-2.3
NC(=O)c1nnn(Cc2cc(Cl)c(C(=O)c3ccc(Cl)cc3)c(Cl)c2)c1N,0.4
COc1ccc(C(=S)N2CCOCC2)cc1OS(=O)(=O)c1ccc(Br)cc1,-6.2
COc1cc2ccccc2cc1C(=O)N1CCN(C(C)=O)CC1,3.5

# As entered above.
# COc1cc2ccccc2cc1C(=O)N1CCN(C(C)=O)CC1 | TbREL1 primary = 3.5
# COc1ccc(C(=S)N2CCOCC2)cc1OS(=O)(=O)c1ccc(Br)cc1 | TbREL1 primary = -6.2

# (listing goes on)
SMILES,TbREL1 primary
COc1ccccc1N1C(=O)c2ccccc2NC1c1ccncc1 (stereo unspecified),0.9
Cc1cccc(Cc2nnc(CCC(=O)N(C)Cc3ccncc3C)o2)c1,5.7
O=C(NC1CCCCCC1)C1CCN(C(=O)c2cccc(Cl)c2)CC1,-2.5
COc1ccccc1N1CCN(c2ccc(N3C(=O)CCC3=O)cc2[N+](=O)[O-])CC1,-0.4
Cc1ccc(NC(=S)Nc2ccc3cn[nH]c3c2)cc1,-2.8
Cc1ccc2c(c1)N(CCCC(=O)NCc1c(F)cccc1F)C(=O)CO2,-1.6
Cc1ccccc1CS(=O)(=O)Cc1ccc(C(=O)Nc2c(C)cccc2C)o1,-2.5
Cc1ccc(NC(=O)Cn2cnc3cc([N+](=O)[O-])ccc3c2=O)cc1,1.3
CC1SCC(=NOCc2ccccc2)CS1 (stereo unspecified),-1.2
Cc1ccc(-n2c(C)cc(=O)cc2C)cc1[N+](=O)[O-],2.2
CN1CCN(C(=O)c2cc(-c3cccc(Cl)c3)on2)CC1,-2.6
CCN(C[C@H]1N[C@@](CC)(C(=O)OC)[C@H]2C(=O)N(C)C(=O)[C@@H]12)C(=O)COc1ccccc1,5.0

# Of the compounds above, these contain fluorine:
SMILES,TbREL1 primary
C=CC[C@@H](Cc1ccc(F)cc1)C(=O)OC[C@@H]1CCCN1C(=O)[C@@H](CC=C)CC(=O)NCCO,-2.3
Cc1ccc2c(c1)N(CCCC(=O)NCc1c(F)cccc1F)C(=O)CO2,-1.6

# More entries:
SMILES,TbREL1 primary
COc1ccccc1NC1=C(C)C(=O)CC1,0.1
COc1ccc(-n2c(COc3ccccc3)nnc2SCC(=O)Nc2ccc3c(c2)OCCO3)cc1,-3.0
Cc1cc2c(c(=O)n1C)C(C(C)C)C(C#N)=C(N)O2 (stereo unspecified),1.6
Cc1oc(-c2ccccc2Cl)nc1CS(=O)CC(=O)NCc1ccccc1Cl (stereo unspecified),4.6
O=C(Nc1ccc2ccccc2c1)[C@@H]1C[C@H]1[C@@H](NP(=O)(c1ccccc1)c1ccccc1)c1ccccc1,1.4
COc1ccc(-c2cc(C(=O)N3CCCCC3)c3ccccc3n2)cc1,0.6
CCOC(=O)c1csc(NC(=O)c2ccc(C#N)cc2)n1,0.0
C/C=C/C(=O)OCc1csc(CC(=O)Nc2ccccc2C)n1,-4.2
CCOc1ccc(OCC(=O)Nc2ccc(S(=O)(=O)Nc3cc(C)nc(C)n3)cc2)cc1,0.6
COc1cc2nc(NCCCN3CCN(C)CC3)n3nc(-c4ccccc4)nc3c2cc1OC,-0.9
Cc1cccc(CCNC(=O)CC2C(=O)NCCN2Cc2ccccc2C)n1 (stereo unspecified),-0.5
S=c1[nH]nc(-c2ccccn2)n1/N=C/c1ccc(Cl)cc1,-1.9
O=C(NCCCO)c1ccc2nc(-c3ccco3)c(-c3ccco3)nc2c1,11.3*
O=S(=O)(NCc1ccccn1)C(F)(F)F,-0.3
COc1ccc(S(=O)(=O)n2nc(OC(=O)C3CCCCC3)cc2N)cc1,-2.6
COc1ccc(S(=O)(=O)/N=C2\C=C(NS(=O)(=O)c3ccccc3)C(=O)c3ccccc32)cc1,1.2
O=C(NCC1COc2ccccc2O1)C1CCN(S(=O)(=O)c2cccc3nsnc23)CC1 (stereo unspecified),2.5
O=C(c1ccccc1)C1CCN(C(=O)c2ccco2)CC1,-1.0
Cc1ccccc1C(=O)c1c[nH]c(C(=O)N=CN(C)C)c1,0.7
CC(C)CNC(=O)C(=O)N/N=C/c1cccs1,2.1
CCN(CC)S(=O)(=O)c1ccc2c(c1)c(=O)c(C(=O)NCCN(C)CCc1ccccc1)cn2C,-4.1
Fc1ccc(CN2CCC(Cc3ccccc3)CC2)cc1F,2.1
CC1CC(C)CN(S(=O)(=O)c2cc3c(cc2Cl)NC(=O)CO3)C1 (stereo unspecified),2.2
CNc1snc(C)c1C(=O)OCC(=O)c1cc(F)ccc1OC,1.3
O=C(CCCCCn1c(=S)[nH]c2cc3c(cc2c1=O)OCO3)N1CCN(C(=O)c2ccco2)CC1,-0.7
O=C(Nc1ccc(Cc2ccncc2)cc1)c1ccc(N2CCOCC2)c([N+](=O)[O-])c1,-2.1
Cc1cc(OCCCC(=O)NC2=NCCS2)ccc1Cl,-1.3
Cc1c(C(=O)Nc2cccc3cccnc23)oc2ccccc12,1.5
CCN(CC(=O)Nc1cc(Cl)ccc1C)C(=O)CN1C(=O)NC2(CCCC2)C1=O,-3.3
N#Cc1ccc(NC(=O)OC2CC3CC2[C@H]2CCCCN2C3)cc1 (stereo partly specified),-0.1
Cc1c(NC(=O)CSc2nnc(-c3ccncc3)o2)c(=O)n(-c2ccccc2)n1C,-1.6
O=C(C1CC(=O)N(c2ccc(F)cc2)C1)N1CCN(c2ccc(F)cc2)CC1 (stereo unspecified),-2.8
COc1cc(S(=O)(=O)NC2CCCC2)c(OC)cc1Cl,-2.6
CCOC(=O)c1cccc(NC(=O)CCn2nnc3ccccc32)c1,2.6
CCOC(=O)[C@]12CCC=C1N(CCC1=CCCCC1)C(=O)[C@H](CC(=O)NCc1cccc(C(F)(F)F)c1)C2,-1.4
Nc1ccc(Sc2nnnn2-c2ccccc2)c(Cl)c1,0.6
CCc1ccccc1S(=O)(=O)Cc1ccc(C(=O)NCCc2ccccc2)o1,-1.4
O=C(NC1CCCC1)C1C2C=CC(C2)C1C(=O)N1CCOCC1 (stereo unspecified),0.9
CN1CCc2c(sc(/N=C/c3cc(Cl)ccc3O)c2C#N)C1,-2.7
CN1CCN(c2nc(-c3ccncc3)nc3ccccc23)CC1,0.1
Cc1cccc(OCC(=O)Nc2ncn[nH]2)c1C,8.4
Cc1ncc(CO)c2cc(-c3nnc(Nc4ccc5c(c4)OCO5)s3)c(=O)oc12,1.5
CCN(Cc1nc2ccccc2c(=O)[nH]1)Cc1nc2cc(OC)c(OC)cc2c(=O)[nH]1,4.5
O=C(NCc1ccccc1)C(c1ccco1)N1CCN(CCN2CCOCC2)CC1 (stereo unspecified),0.6
COc1ccc(CN2CCNC(=O)C2CC(=O)NC2CCCCCC2)c(C)c1C (stereo unspecified),-2.3
O=C(NC1CCCCCCC1)c1ccc(F)c(S(=O)(=O)N2CCOCC2)c1,-1.6
O=C(CCCCCCCC(=O)NCC1CCCO1)NCC1CCCO1 (stereo unspecified),-0.4
Cn1c(CCNC(=O)c2ccccc2F)nnc1SCC(=O)Nc1nncs1,-1.9

# Arranged by SMILES length (lowest first): part of the list above.
SMILES,TbREL1 primary
Cc1ccc(NC(=S)Nc2ccc3cn[nH]c3c2)cc1,-2.8
COc1cc(S(=O)(=O)NC2CCCC2)c(OC)cc1Cl,-2.6
C/C=C/C(=O)OCc1csc(CC(=O)Nc2ccccc2C)n1,-4.2
Cn1c(CCNC(=O)c2ccccc2F)nnc1SCC(=O)Nc1nncs1,-1.9
O=C(NCc1ccccc1)C(c1ccco1)N1CCN(CCN2CCOCC2)CC1 (stereo unspecified),0.6
COc1ccc(C(=S)N2CCOCC2)cc1OS(=O)(=O)c1ccc(Br)cc1,-6.2
CCN(Cc1nc2ccccc2c(=O)[nH]1)Cc1nc2cc(OC)c(OC)cc2c(=O)[nH]1,4.5

# (list continues)
SMILES,TbREL1 primary
CCOC(=O)Cn1nnnc1CN(Cc1ccc(OC)cc1)Cc1cc2cc(C)ccc2[nH]c1=O,0.4
COc1ccc2sc(-c3ccccc3OC)c(-c3ccc4c(c3)OCCO4)c2c1,-0.5
CC(C)(C)n1nnnc1C(c1cccs1)N1CCN(C/C=C/c2ccccc2)CC1 (stereo unspecified),-3.3
OC(C#CCN1CCOCC1)c1cccs1 (stereo unspecified),-0.6
C[C@H]1COC(=O)[C@@H](Cc2ccc(F)cc2)C/C=C\C[C@H](CC(=O)NCCO)C(=O)N1,-0.6
Cc1ccc(CC2SC(N=C(N)N)=NC2=O)cc1 (stereo unspecified),-0.6
O=C(Cn1ccc2ccccc2c1=O)NCCC(=O)NC1CCN(Cc2ccccc2)CC1,4.9
O=C(C1=C[C@@H](C2CC2)C[C@@H](OCCCCO)O1)N1CCN(Cc2ccccc2)CC1,-1.4
O=S(=O)(Nc1ncccn1)c1cc(Cl)ccc1Cl,0.4
O=C(CN1C(=O)c2ccccc2C1=O)Nc1ccc2c(c1)OCO2,3.9
Cc1ccc(-c2[nH]nc(N)c2N=Nc2ccccc2C)cc1,8.6
O=C(OCc1ccccc1)[C@H](Cc1ccccc1)NC(=O)[C@@H]1CC=C[C@@H]2CCN(Cc3ccccc3)C(=O)[C@@H]21,-4.8
COCCSc1nnc(NC(=O)C2CC(=O)N(c3ccc(C)cc3)C2)s1 (stereo unspecified),0.9
Cc1ccc2nc(N(CCN(C)C)C(=O)/C=C/c3cccs3)sc2c1,-3.3
Cc1nnn(C23CC4CC(CC(CC(=O)Nc5cccc(F)c5)(C4)C2)C3)n1,-0.8
CCC(CC)COC(=O)C(C#N)c1nc2ccccc2nc1N1CCOCC1 (stereo unspecified),-1.8
Cc1c(NC(=O)c2cc(-c3ccco3)on2)c(=O)n(-c2ccccc2)n1C,3.8
CC1CCc2nc(NC(=O)CN3CCOCC3)sc2C1 (stereo unspecified),-1.8
Cc1ccc(NC(=O)CN2C(=O)CCSc3ccccc32)cc1C,3.0
O=C(/C=C\c1ccc2c(c1)OCO2)NC1(C(=O)Nc2ccc3c(c2)OCCO3)CCCCC1,-0.6
Cc1ccsc1/C=C(\C#N)C(=O)Nc1c(C)n(C)n(-c2ccccc2)c1=O,2.6
CC1(C(=O)NS(=O)(=O)C2CC2)CCN(C(=O)c2ccccc2C(F)(F)F)C1 (stereo unspecified),2.5
O=C(Oc1cccc(NC(=O)c2ccco2)c1)c1cccc(S(=O)(=O)N2CCCC2)c1,-1.2
Cc1ccccc1NC(=S)N(CCCN1CCC(C)CC1)Cc1ccco1,0.2
CCOC(=O)N1C2CCC(C2)N1C(=O)OCC,-2.1
CC(=O)c1cccc(NS(=O)(=O)c2c(C)n[nH]c2C)c1,0.4
O=C(NNC(=O)C(c1ccccc1)c1ccccc1)c1ccccc1O,-2.8
CCCN(Cc1nnc(-c2cccs2)o1)C(=O)CN1C(=O)NC2(CCC(C)CC2)C1=O (stereo unspecified),-3.6
O=C(Nc1ccccc1OC(F)F)c1ccccc1,0.1
O=C(O)CSCc1ccc(Cl)cc1,2.7
COC(=O)CCC(=O)OC1(C)C(=O)C=C2C=C(C3CC3)N(c3cccc(C#N)c3)C=C2C1=O (stereo unspecified),0.3
O=C(Nc1ccc(S(=O)(=O)Nc2ncccn2)cc1)c1cccc(S(=O)(=O)N2CCCC2)c1,8.9
COC(=O)[C@H](CC(C)C)NS(=O)(=O)N(Cc1ccccc1)[C@@H](CC(C)C)C(=O)OC,0.1
O=C(COc1ncnc2ccccc12)NC1CCCCC1,0.0
N#CC[C@H](Cc1ccccc1)N1CC[C@@H](O)CCC1=O,1.5
Cc1cc(C)c2c(N)c(C(=O)c3ccc(Cl)c(Cl)c3)sc2n1,-1.7
COCCCN1C(=O)C(=O)/C(=C(/O)c2ccc(S(=O)(=O)N3CCCCC3)cc2)C1c1cccc(OC)c1 (stereo unspecified),-1.8
NS(=O)(=O)c1ccc(NC(=O)COC(=O)c2c3c(nc4ccccc24)/C(=C\c2ccc4c(c2)OCO4)CCC3)cc1,-13.9
O=C(NNC(=O)c1cccs1)c1ccc(Br)cc1,0.3
C=C(C)CNC(=S)Nc1cccc2cnccc12,-3.5
CCCCNC(=O)Oc1cccc(N2CCCC2=O)c1,0.3
COc1ccc(-c2ccnc(-c3ccc(OCCCF)cc3)n2)cc1,1.1
COc1ccc(NC2CCCN(C(=O)CCn3cccn3)C2)cc1 (stereo unspecified),-7.6
COc1cccc(-c2noc(C3CCCN(C(=O)c4ccc(F)cc4)C3)n2)c1 (stereo unspecified),-2.7
COc1ccc(C2C(C(=O)c3ccc(C)o3)=C(O)C(=O)N2c2cc(C)on2)cc1OC (stereo unspecified),1.1
Nn1c(Cc2ccccc2F)n[nH]c1=S,-3.8
Cc1cccc(C)c1OCC(=O)N[C@@H](Cc1ccccc1)[C@@H](O)C[C@H](Cc1ccccc1)NC(=O)[C@H](C(C)C)N1CCCNC1=O,-3.6
Cc1ccccc1-n1nc(C)c2c1N=C1C(Cl)=CC(Cl)=CN1C2c1ccc(C(=O)O)cc1 (stereo unspecified),-0.1
Cc1nnc(SCc2nc3scc(-c4ccccc4)c3c(=O)[nH]2)s1,-2.7
COc1ccc(/C=N/n2cnc3c([nH]c4ccc(F)cc43)c2=O)cc1CSc1ccccn1,-0.8
CCSc1nc(=S)n(-c2ccccc2)c(C)c1C(C)=O,8.5
Cc1cccc(NC(=O)CN2C(=O)S/C(=C\c3ccccn3)C2=O)c1,4.9
Cc1c(C(=O)NCc2ccc3c(c2)OCCO3)sc(=O)n1Cc1cccc(C(F)(F)F)c1,0.7
CN(c1ccc(C(=O)Nc2ccc(F)cc2F)cc1)S(=O)(=O)c1ccccc1,0.1
